Screens deposited in PubChem by several laboratories.
Dynein cargo inh = inhibitors of GR-EGFP nuclear translocation, primary screen, dynein cargo transport inhibitor project, imaging, high-content, 3617.4 mouse cells; actives 0.47% (n = 220,000); test concentration mostly 20 µM; stimulated with dexamethasone, 1 µM; active compounds read low; z-score, hits read low;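 active means plate z-score of nuclear minus cytoplasmic receptor signal below a set negative limit, without overly bright fluorescence or cell loss, cut at about -3.5 in these data, passing the limit was not always enough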;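 further: z-score of nuclear minus cytoplasmic ring GR-EGFP intensity difference per well; some compounds called inactive have numbers as strong as hits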
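Also added – dexamethasone, 1.0 µM final · Buffer or medium – tet-free, stripped-serum medium · Schedule – induction 48 h, compound 1 h, agonist 30 min · Detection – formaldehyde fixation, Hoechst nuclear stain, 10x automated fluorescence imaging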
Insulin prom up = insulin promoter activators in MIN6 cells, imaging, high-content screening, mouse beta cells. AID 1625, 2009. z-score at 5 µM. MIN6 insulin promoter-GFP reporter; active compounds read high. actives 0.3% (n = 190,000);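 active means z-score above 3 at 5 µM with at least 500 cells counted in the well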
Lipid droplet = inhibitors of hepatocyte lipid droplet formation, primary screen, imaging, high-throughput imaging, BODIPY stain; AML12 mouse hepatocytes, oleate lipid droplets; AID 1656, 2009; actives 0.4% (n = 240,000); inhibition, % at 6.5 µM;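 active means lipid droplet intensity inhibited by at least 50%, with more than 500 cells counted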
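Material – AML12 mouse liver cells · Also added – oleate loading, 100 µM · Compound dosing – 6.5 µM single-point dosing · Times – overnight treatment with compound plus oleate · Measured by – fluorescence imaging, 20x objective, two fields per well · Read-out – percent inhibition of filter-corrected integrated lipid droplet intensity per well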
Autophagy HCS = autophagy modulators in MEF cells, primary screen, imaging, high-content, MEF GFP-LC3; MEF GFP-LC3 puncta imaging; test concentration mostly 10 µM; calls only at 10 µM (by protocol); actives 0.98% (n = 190,000);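 active means percentage of spot-positive cells more than 3 SD above its plate mean, without a fluorescence outlier flag or 80% toxicity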;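 further: spot-positive cell cutoff set from DMSO-treated cells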
CSM14.1 death rescue = rescue of cells from ER stress-induced death, primary screen, 384-well, CSM14.1, thapsigargin, ATP luminescence (AID 1222); CSM14.1 thapsigargin-induced death rescue, ATP luminescence; higher % means a stronger effect; one-dose cellular ATP content (survival), % at 20 µM; EC50 in µM for titrated hits; 190,000 tested, under 10 active;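 active means EC50 below 50 µM in the dose-response confirmation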;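 further: death triggered by thapsigargin at about 15 µM added after 2 h compound pretreatment; cell ATP read after overnight thapsigargin exposure of roughly 18 to 22 hours; normalized against plate controls of thapsigargin alone and 5% DMSO vehicle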
b-catenin transl = modulators of beta-catenin nuclear translocation, primary screen, imaging, HeLa cells, immunofluorescence, high-content; nuclear translocation activity, % at 5 µM; actives 0.3% (n = 190,000); AID 1665, 2009;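 active means nuclear translocation activity above 50% at 5 µM, with a well cell count of 50 or more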;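 further: per-cell ratio of nuclear to cytoplasmic median beta-catenin stain intensity; plate controls were DMSO negative control for no effect and GSK-3 inhibitor IX positive control for full effect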
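test system = HeLa cells, endogenous beta-catenin | dosing = single 5 µM dose plus 0.02–20 µM confirmation series | times = compound treatment 24 h, 37°C, 5% CO2 | technique = beta-catenin immunofluorescence imaging with DAPI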
PhoP inhibition = inhibitors of PhoP regulon expression, primary screen, Salmonella Typhimurium, GFP reporter (AID 1863). S. Typhimurium PhoP-regulated promoter GFP reporter, 4 h; higher % means a stronger effect. inhibition, % at 50 µM, or IC50 in µM where a hit was titrated. actives 0.16% (n = 300,000);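 active means inhibition over 29.93%, a cutoff 3 SD above the screen mean, later confirmed by dose response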;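 further: 0% = low Mg2+ inducing control and 100% = high Mg2+ repressing control; strong numbers were not always called active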
T cell modulator = modulators of CD8 T cell-vesicle binding, primary screen, mouse 2C CD8+ T cells, flow cytometry. AID 2052, 2009. calls only at 7 µM. actives 0.068% (n = 330,000). 2C CD8+ T cell-vesicle binding; active compounds read low;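 active means response, share of CD8 T cells binding vesicles, and their 90th percentile fluorescence all below set limits, cut at about 80% in these data, passing the limit was not always enough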
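Also added: QL9-peptide-loaded Drosophila micro-vesicles bearing Ld, ICAM-1 and B7-1; Test system: purified 2C TCR transgenic mouse naive CD8+ T cells; Measured by: cytometric PE anti-B7-1 and Alexa647 anti-CD8 signals after 1% paraformaldehyde fixation; Timing: binding step 1.5 h, 37 °C, antibody labelling 20 min, ice.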
MT stabilize HCS = microtubule stabilizers in HeLa cells, primary screen, imaging, high-content imaging. HeLa tubulin immunostaining HCS, 24 h; share of cells brighter than vehicle mean+2SD. % tubulin-high responders, % at 10 µM. actives 0.83% (n = 200,000);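 active means plate Z-score above 3 for both tubulin-high and condensed-nucleus cell shares, with cell loss under 80%, at 10 µM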;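 further: anti alpha tubulin signal scored within the nucleus-defined area of each cell; some results filed as inactive read as strong as hits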
Dynein cargo inh cytoplasmic EGFP = also measured in Dynein cargo inh; calls as there; z-score; measured here: cytoplasmic GR-EGFP intensity; active compounds read high
Dynein cargo inh nuclear GR-EGFP = further read-out of Dynein cargo inh, marked with its call; z-score; measured here: nuclear GR-EGFP intensity;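 lower value marks the stronger effect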
Dynein cargo inh cell count = also measured in Dynein cargo inh; calls as there; z-score; measured here: cell count per field
Insulin prom up cell count = second read-out of Insulin prom up, no call of its own (marks repeat the call); cell count; measured here: cytotoxicity, nuclei count;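 total cells summed across four imaged fields per well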
Lipid droplet cells 6.5 µM = further read-out of Lipid droplet, marked with its call; cell count; measured here: cell count, cytotoxicity flag;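 cells counted across two imaged fields per well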
b-catenin transl cell count 5 µM = also measured in b-catenin transl; calls as there; cell count; measured here: cell count, cytotoxicity flag
T cell modulator vesicle-bound % = second read-out of T cell modulator, no call of its own (marks repeat the call); double positive events, %; measured here: CD8+ vesicle-bound cell fraction;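 binding gate set so that unloaded-vesicle control wells show 10% double positive cells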
MT stabilize HCS Hoechst-high % = also measured in MT stabilize HCS; calls as there; % Hoechst-high responders; measured here: nuclear condensation Hoechst responders;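 share of cells brighter than vehicle mean plus two SD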
MT stabilize HCS cytotoxicity % = further read-out of MT stabilize HCS, marked with its call; toxicity, %; measured here: cytotoxicity by cell density;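 0% = mean cell density of plate MIN control wells and 100% = no cells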
Autophagy HCS cell loss 18 h = also measured in Autophagy HCS; calls as there; toxicity, %; measured here: cell loss, nuclei count;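 cell loss after 18 h compound exposure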
Numbers without * were called inactive; i = inactive; x = no result given.

SMILES	Dynein cargo inh	Dynein cargo inh cytoplasmic EGFP	Dynein cargo inh nuclear GR-EGFP	Dynein cargo inh cell count	Insulin prom up	Insulin prom up cell count	Lipid droplet	Lipid droplet cells 6.5 µM	Autophagy HCS	Autophagy HCS cell loss 18 h	CSM14.1 death rescue	b-catenin transl	b-catenin transl cell count 5 µM	PhoP inhibition	T cell modulator	T cell modulator vesicle-bound %	MT stabilize HCS	MT stabilize HCS Hoechst-high %	MT stabilize HCS cytotoxicity %
CSc1cnn(-c2ccccc2)c(=O)c1SC	-1.3	-0.32	-0.38	0.33	1.2	1203	x	x	i	-7	x	-0.7	905	-3%	i	26	4.3	3.2	7.0
CCOC(=O)c1sc(NC(=O)CCCn2nc([N+](=O)[O-])cc2C)c(C(=O)OCC)c1C	0.6	-0.18	1.1	-0.44	-1.6	1232	-14	661	i	8	-1.4%	-2.4	1125	3%	i	18	3.5	3.0	6.5
Cc1cc(NC(=S)NC(=O)/C=C/c2ccc(S(=O)(=O)N3CCOCC3)cc2)ccc1Br	-1.3	0.15	-0.13	0.33	-0.69	1425	-7	682	i	21	4.1%	-3.3	1084	-1%	i	57	8.8	11	11
O=C(CCCN1C(=O)c2cccc3cccc(c23)C1=O)NCc1cccnc1	0.24	-0.25	0.15	-0.45	0.18	1281	14	712	i	-5	-1.8%	3.2	769	16%	i	36	4.0	2.0	5.1
COc1ccccc1C(=O)Nc1ccc(Br)cc1C	-0.34	-0.29	-0.27	-0.012	0.34	1453	1	721	i	-31	1.7%	1.2	959	3%	i	36	3.7	2.3	4.6
O=C(CN1CCCCC1)N1c2ccccc2Oc2ccccc21	-0.092	-0.25	0.075	1.1	-2	1013	-26	757	i	12	1.0%	-3.5	1133	1%	i	37	2.9	2.4	7.8
COc1cccc(/C=N/n2cnc3cc(C)c(C)cc32)c1OC	-0.72	-0.22	-0.41	0.34	0.2	1056	0	651	x	x	x	-1.1	1333	-7%	i	44	x	x	x
COC(=O)Cn1c(C)nc(=O)c(-c2ccccc2)c1C	-0.35	-0.21	0.031	0.13	0.81	1172	x	x	i	-9	2.3%	-0.9	1013	5%	i	30	4.0	2.4	12
Cn1c(C(=O)NCc2ccccc2)cc2oc3ccccc3c21	0.04	-0.32	-0.06	0.29	0.37	914	12	799	i	-6	2.3%	-0.1	1164	7%	i	15	1.2	1.0	4.1
O=C(O)CCCC(=O)Nc1ccc(N2CCCC2)cc1	-0.59	-0.23	-0.17	0.46	-0.03	1240	x	x	i	9	0.8%	-5.6	1006	7%	i	27	4.8	2.1	6.7
COc1ccc(CCNC(=O)COc2nsnc2N2CCOCC2)cc1OC	-0.76	-0.17	-0.22	0.57	-0.25	1537	x	x	i	5	-0.8%	-2.5	919	4%	i	23	5.3	2.9	7.6
COc1ccccc1/C=N/NC(=O)C(=O)N1CCN(c2ccccc2OC)CC1	0.55	-0.23	0.39	-0.16	0.17	1193	34	679	i	-12	-1.4%	-0.1	496	-12%	i	42	2.6	2.4	4.2
COC(=O)c1sccc1S(=O)(=O)Nc1ccc(C)cc1	0.046	-0.22	0.047	0.53	1.7	1170	-2	529	x	x	x	1.1	1258	-5%	i	43	x	x	x
Cn1c(Cc2ccccc2)nnc1SCc1ccc(C(=O)O)cc1	-0.44	-0.14	-0.28	-1.3	0.39	1252	-5	711	i	-9	-0.5%	x	x	3%	i	47	3.9	2.8	5.9
CC(C)N1C(=O)C2C(c3ccccc3O)NC(C)(C(=O)O)C2C1=O (stereo unspecified)	0.25	-0.14	0.27	-0.5	0.13	880	x	x	i	-3	-1.0%	x	x	2%	i	37	2.7	3.0	4.1
CCOC(=O)N/N=C1\CCc2ccccc21	-0.85	-0.29	-0.82	1.3	0.65	1240	1	658	i	-4	-0.9%	x	x	6%	i	43	2.7	2.7	7.9
COc1ccc(N2C(=O)CC(NCCNc3ccc([N+](=O)[O-])cn3)C2=O)cc1 (stereo unspecified)	-0.36	-0.3	-0.29	0.33	0.79	1203	-17	612	i	-2	-0.4%	x	x	6%	i	30	2.3	3.8	5.8
CCC(Sc1nc2ccccc2c(=O)n1CCN1CCOCC1)C(=O)NCc1cccnc1 (stereo unspecified)	-0.36	0.22	0.3	0.064	-0.15	1258	-12	754	i	4	-3.4%	x	x	1%	i	24	2.3	2.0	8.4
O=C(Nc1ccc([N+](=O)[O-])cc1)Nc1ccc2c(c1)OCCO2	1	0.062	0.69	-0.93	x	x	-9	711	i	33	-1.5%	0.7	1070	-2%	i	27	2.1	1.9	1.3
Cc1cnn(C(=O)c2cc(-c3ccccc3)nc3ccccc23)c1	0.17	1.1	0.86	0.5	-0.3	1536	x	x	i	15	-0.7%	-2.5	1365	-11%	i	52	2.5	2.5	5.0
O=C1Nc2ncccc2OC1CCCl (stereo unspecified)	-0.36	-0.073	-0.023	0.017	-0.2	973	-1	773	i	-3	3.2%	-0.5	934	-7%	i	28	1.4	1.0	7.5
CCCOc1ccc(N2C(=O)CC(SC(=NC)Nc3ccc(F)cc3)C2=O)cc1 (stereo unspecified)	-0.36	-0.23	0.0065	0.12	0.04	984	3	804	i	-12	0.5%	-1.1	1225	-4%	i	39	1.0	1.3	2.6
Cc1ccc(OCCCOc2cccc3cccnc23)cc1C	-0.021	-0.21	-0.14	0.14	-0.01	1696	x	x	i	26	0.5%	2.5	1319	13%	i	45	1.5	1.2	6.0
Cc1cc(NC(=O)c2cccc(S(=O)(=O)N3c4ccccc4CC3C)c2)no1 (stereo unspecified)	-0.81	-0.78	-0.26	-0.19	-0.86	1130	4	669	x	x	x	-1.4	1314	-6%	i	26	x	x	x
Cc1oc(CC(C)C)c(CN)c1C(=O)O	-0.73	-0.052	-0.25	0.33	x	x	14	779	i	-4	-0.9%	x	x	26%	i	28	3.9	1.9	4.1
CCCC(C(=O)OCC)P(=O)(c1ccccc1)c1ccccc1 (stereo unspecified)	-2.5	-0.2	-1.2	0.55	0.33	861	-4	769	i	-5	-0.5%	x	x	-2%	x	x	1.7	1.8	6.5
Cc1cccc(N/C(=N\S(=O)(=O)c2ccccc2)C(F)(F)F)c1	-0.81	-0.17	-0.49	-1.3	x	x	x	x	i	-25	-0.9%	x	x	-9%	i	37	3.4	2.3	4.9
O=C(COC(=O)c1ccc(NS(=O)(=O)c2cccs2)cc1O)Nc1nc2ccccc2s1	-0.48	0.26	-0.19	0.38	-0.06	1411	-1	717	i	-22	-0.3%	-2.2	998	-9%	i	38	3.4	1.7	6.5
CCCCC1=CC2=C(c3ccco3)C(=O)C(C)(OC(=O)c3ccc(OC)cc3)C(=O)C2=CN1CCCN(CC)CC (stereo unspecified)	-1.1	-0.67	-0.51	0.33	-0.49	993	5	619	x	x	x	2.6	1133	-4%	i	53	x	x	x
COCCn1nnnc1C(C(C)C)N(Cc1cccnc1)Cc1cc2cc(OC)ccc2[nH]c1=O (stereo unspecified)	0.59	-0.18	0.31	-0.84	-0.81	1383	-1	749	i	-17	1.4%	-2.0	1160	-8%	i	38	5.4	1.6	2.4
CC(C(=O)c1c[nH]c(C(=O)N=CN(C)C)c1)c1ncc(C(F)(F)F)cc1Cl (stereo unspecified)	0.37	-0.25	0.031	-0.11	-0.27	1166	7	699	i	21	-0.2%	3.1	1062	-3%	i	53	4.1	2.0	8.2
COc1ccc(C(=O)CN2CCN(c3cc(C)nc4ccccc34)CC2)cc1	-0.67	-0.25	-0.26	0.37	0.02	1053	-33	601	x	x	x	1.6	1309	1%	i	35	x	x	x
COc1ccc(-c2cn[nH]c2-c2ccc(OCc3ccccc3F)cc2O)cc1OC	0.59	-0.26	-0.13	-0.25	-0.96	1412	-12	730	x	x	x	-1.9	1170	-10%	i	44	x	x	x
COc1ccccc1N(CC(=O)N/N=C/c1c(O)ccc2ccccc12)S(C)(=O)=O	1.9	-0.29	0.58	-1.2	-0.9	1133	5	578	i	24	0.0%	-1.8	533	14%	i	53	5.6	3.8	21

Two of the compounds above, with bars between the fields:
Structure | Dynein cargo inh | Dynein cargo inh cytoplasmic EGFP | Dynein cargo inh nuclear GR-EGFP | Dynein cargo inh cell count | Insulin prom up | Insulin prom up cell count | Lipid droplet | Lipid droplet cells 6.5 µM | Autophagy HCS | Autophagy HCS cell loss 18 h | CSM14.1 death rescue | b-catenin transl | b-catenin transl cell count 5 µM | PhoP inhibition | T cell modulator | T cell modulator vesicle-bound % | MT stabilize HCS | MT stabilize HCS Hoechst-high % | MT stabilize HCS cytotoxicity %
COc1ccc(C(=O)CN2CCN(c3cc(C)nc4ccccc34)CC2)cc1 | -0.67 | -0.25 | -0.26 | 0.37 | 0.02 | 1053 | -33 | 601 | x | x | x | 1.6 | 1309 | 1% | i | 35 | x | x | x
COc1ccc(-c2cn[nH]c2-c2ccc(OCc3ccccc3F)cc2O)cc1OC | 0.59 | -0.26 | -0.13 | -0.25 | -0.96 | 1412 | -12 | 730 | x | x | x | -1.9 | 1170 | -10% | i | 44 | x | x | x
